SRC3 TRFRET art: flags TR-FRET format artefacts in PPARgamma SRC-3 recruitment agonist screen; TR-FRET artefact counter-screen, PPARgamma/SRC-3 format; stronger effect = higher value; 99,000 tested, 0.39% active; TR-FRET ratio at 8 µM; in the data active = TR-FRET ratio above about 2000; note: inactives centre near 1600; reference of the scale not given here
SRC1 TRFRET art: flags TR-FRET format artefacts in PPARgamma SRC-1 recruitment agonist screen. TR-FRET ratio at 8 µM. AID 1051. 99,000 tested, 0.34% active. TR-FRET detection artefact counter-screen, emission ratio; stronger effect = higher value; in the data active = TR-FRET ratio above about 2300; note: inactives centre near 1800; reference of the scale not given here
* hit, by the source's call. Only part of the results is shown. The share of hits here may be higher or lower than overall.

Structure,SRC3 TRFRET art,SRC1 TRFRET art
COC(=O)c1cccc(NC2CC(=O)N(c3ccc(OC)c(OC)c3)C2=O)c1 (stereo not drawn),1521,2727*
CCOC(=O)c1ccc(NC(=S)N(CCN(C)C)Cc2cccs2)cc1,1411,1856
COc1ccc(-c2[nH]ncc2C2N=C(N)Nc3nc4ccccc4n32)cc1 (stereo not drawn),1754,1847
CCCCNC(=S)N(C)/N=C/c1ccc2c(c1)OCO2,1685,1749
CCCOc1c(Cl)cc(C(=O)NC)cc1OC,1548,1884
N#Cc1c(Nc2ccccc2)sc(C(=O)C2CC2)c1N,1514,1825
COc1ccc(OCC(O)COc2ccc(OC)cc2)cc1,1559,1873
CCO[C@H]1OC(C(=O)N2CCN(C)CC2)=C[C@@H](C)[C@@H]1CCCO,1440,1739
COc1cccc2cc(C(=O)NNC(=O)c3ccc(Br)cc3)c(=O)oc12,1632,1788
CS(=O)(=O)N(CC(=O)Nc1ccccc1-c1ccccc1)c1ccccc1,1527,1659
COC(=O)c1ccc(C)c(NC(=O)CN(c2ccccc2)S(=O)(=O)N(C)C)c1,1664,1972
C#CCOCCOCCOCCNc1nc(N2CCOCC2)nc(N2CCN(C(=O)[C@H](Cc3cc4ccccc4[nH]3)n3cc([C@@H](N)C(C)CC)nn3)CC2)n1 (stereo partly drawn),1582,1738
Cc1cc(NC(=O)Cn2nc(C)c([N+](=O)[O-])c2C)no1,1690,2224
S=c1[nH]nc(-c2ccccn2)n1/N=C/c1ccccc1,1299,1645
O=C(Nc1ccc2c(c1)CCC2)c1cccc(F)c1,1316,1626
O=C(NN1C(=O)c2ccccc2NC1c1ccc([N+](=O)[O-])o1)c1ccc([N+](=O)[O-])cc1 (stereo not drawn),1471,1718
Cc1cccc(N2CCN(C(=O)CC(NC(=O)c3ccccc3)c3ccccc3)CC2C)c1 (stereo not drawn),1400,1785
C/C(=N\NC(=S)NC1CCCCC1)c1ccccc1,1432,1603
CN(Cc1cn(-c2ccccc2)nc1-c1ccc(Cl)cc1)C(=O)CCC(=O)O,1561,1882
O=C(NCc1ccncc1)c1cc(C(=O)C2CCCCC2)c[nH]1,1574,1601
CCCCC(=O)OCC(=O)c1[nH]c(C)c(C(C)=O)c1C,1672,1818
O=C(/C=C/c1ccco1)Oc1cc(Br)cc(/C=N/NC(=O)c2ccccc2O)c1,1519,1837
CCN(C(=O)COC(=O)c1cc(S(=O)(=O)N2CCOCC2)c(Cl)cc1Cl)C1CCS(=O)(=O)C1 (stereo not drawn),1566,1836
COc1cc(CNCCNC(=O)c2nonc2N)ccc1OCc1ccc(Cl)cc1,1388,1667
N/C(=N\OC(=O)CN1C(=O)c2ccccc2C1=O)c1ccc(Br)cc1,1530,1512
CCCCn1c(N)c(N(CC)C(=O)CCc2ccccc2)c(=O)[nH]c1=O,1387,1583
COc1ccccc1NC(=S)N1CCCc2ccccc21,1618,1744
CC1CN(C(=S)SCCN2C(=O)CCC2=O)CC(C)O1 (stereo not drawn),1646,1847
CCOC(=O)NNC(=O)C12CC3CC(CC(C3)C1)C2,1502,1498
O=C(c1cc(-c2cccs2)nc2ccccc12)N1CCN(c2ccccc2)CC1,1579,2136
Nc1nc(CCl)nc(Nc2ccccc2)n1,1561,1753
COc1ccc(NS(=O)(=O)c2ccc3nc(COc4ccc(C#N)cc4)[nH]c3c2)cc1,1463,1710
O=C(CSc1nc2ccccc2o1)NCC(=O)c1ccccc1,1561,1799
CC(C)CSc1nc2ccccc2n1CC(N)=O,1610,1974
O=C(CSc1nc2[nH]ncc2c(=O)n1-c1ccccc1Cl)N1CCCC1,1462,2009
O=C(COc1ccccc1)NCC(=O)N/N=C/c1ccco1,1419,1968
COC(=O)CCCC(=O)N1CCCC(CNS(=O)(=O)c2ccc(OC)cc2)C1 (stereo not drawn),1722,1771
COc1ccc(CNC(=O)c2ccc(Br)o2)cc1,1654,1737
CCOCCCNC(=O)c1ccccc1OC1CCN(S(C)(=O)=O)CC1,1349,1357
CCOC1(/N=C(\C)NS(=O)(=O)c2ccc(Cl)cc2)C(C)=CC(=O)C=C1C,1447,1673
Cc1cc(N2CCCC2)nc2c(C)cccc12,1696,1665
CC1Cc2ccccc2N1C(=O)/C=C/c1cccc(F)c1 (stereo not drawn),1656,1781
CC1CN(C)C(C)CC1NCc1ccc2c(c1)OCO2 (stereo not drawn),1540,1890
CN(C)S(=O)(=O)c1cccc(C(=O)OCC(=O)c2c(N)n(C)c(=O)n(C)c2=O)c1,1579,1782
COc1ccccc1-c1ccc(=O)n(CC(=O)NC2CCc3ccccc32)n1 (stereo not drawn),1749,1738
N#Cc1ccc(CSc2nnc3ccccn23)cc1,1550,2036
CCOC(=O)c1[nH]c(C)c(C(=O)OCC(=O)N2CC(=O)Nc3ccccc32)c1C,1753,1846
Brc1ccc(N=Cc2ccccn2)cc1,1416,1737
Cc1n[nH]c(C)c1Sc1ccccc1N,1599,1705
CCn1c(-c2ccc(F)cc2)cnc1SCC(=O)N1CCc2ccccc21,1458,1746

(cont.)
Structure,SRC3 TRFRET art,SRC1 TRFRET art
CC(C)(C)OC(=O)NCCCCc1cn(CC(=O)N2CCN(C(=O)OC(C)(C)C)CC2)nn1,1529,1609
O=C(CCCn1c(=O)[nH]c2ccccc2c1=O)NCCSCc1ccccc1,1697,1809
Nc1ccc(S(=O)(=O)c2ccc(N)c(N)c2)cc1,1552,1800
CCOCC(=O)Nc1cc([N+](=O)[O-])ccc1C,1476,1703
Cc1ccnc(NC(c2ccccc2O)c2oc(CO)cc(=O)c2O)c1 (stereo not drawn),1822,1817
O=C(/C=C/c1cccs1)N1CCN(c2ccc(O)cc2)CC1,1649,1826
CNc1cc(CSc2ccc(Cl)cc2)nc(C)n1,1530,1697
CC(C)c1ccccc1NC(=O)COC(=O)Cc1c[nH]c2ccccc12,1590,1928
C/C(=N/NC(=O)c1ccco1)c1cccc(NC(=O)c2ccc(C)s2)c1,1513,1752
Cc1cc[n+](-c2[nH]c(=O)sc2/C=N/NC([S-])=Nc2ccccc2)cc1,1669,1894
CCOC(=O)C1CCN(c2ncnc3c2c(-c2ccccc2)cn3-c2ccc(C)cc2)CC1,1513,1765
COc1cccc(CC(=O)Nc2ccc3nc(C)sc3c2)c1,1505,1809
COc1ccc(NC(=O)/C=C/c2ccc3c(c2)OCO3)cc1,1776,1973
N#Cc1ccc(OCC(=O)Nc2cc(S(=O)(=O)N3CCCCC3)ccc2N2CCCCC2)cc1,1766,2089
COc1ccc2nc(N/C(N)=N/C(=S)Nc3c(C)cccc3C)nc(C)c2c1,1397,1841
CCOC(=O)CCCNC(=O)COC(=O)[C@@H]1CCCN1S(=O)(=O)c1ccc(Cl)cc1,1632,1650
COc1ccccc1C1CC(c2ccco2)=NN1c1ccccc1 (stereo not drawn),1369,1674
CCC(C)(C)NC(=S)Nc1ccccc1C,1689,2055
CN(C)c1ccc(C(=S)NC2CCCCC2)cc1,1695,1469
O=c1nc(SCc2cccc(C(F)(F)F)c2)nc2ccccn12,1525,1931
O=C(Cn1cnc([N+](=O)[O-])n1)N/N=C/c1cccc(Cl)c1,1816,2071
C=CCc1cccc(/C=N/NC(=O)CCC(=O)Nc2ccc(C)cc2)c1O,1522,1576
O=C(CN1CCSC1=NCc1ccccc1)c1ccc(Cl)cc1,1418,1787
Fc1ccc(NC(=S)Nc2cccc3cnccc23)cc1,1340,1658
Cc1nn(C)c(C)c1CNC(=O)Nc1cccc(Cl)c1,1603,2142

Quoted from the listing.
SRC3 TRFRET art with `COc1cccc(CC(=O)Nc2ccc3nc(C)sc3c2)c1` → 1505
SRC3 TRFRET art with `COc1ccc(NC(=O)/C=C/c2ccc3c(c2)OCO3)cc1` → 1776
SRC3 TRFRET art with `CNc1cc(CSc2ccc(Cl)cc2)nc(C)n1` → 1530
SRC1 TRFRET art with `C/C(=N/NC(=O)c1ccco1)c1cccc(NC(=O)c2ccc(C)s2)c1` → 1752

(list continues)
Structure,SRC3 TRFRET art,SRC1 TRFRET art
COc1ccccc1CNC(=O)CN1CCC(n2cnc3cc(F)ccc32)CC1,1560,1817
CC(=O)NCCCc1nc2ccccc2n1Cc1cc(C)ccc1C,1502,1716
O=[N+]([O-])c1ccc2ncnc(Nc3ccc4c(c3)OCCO4)c2c1,1584,1831
CCN1CCN(C(c2ccc(F)cc2)c2nnnn2Cc2ccc3c(c2)OCO3)CC1 (stereo not drawn),1770,2103
Cc1c(NC(=S)Nc2ccccc2)c(=O)n(-c2ccccc2)n1C,1662,1770
CCc1cc(C(=O)N=Nc2c(O)[nH]c3c(Br)cc(Br)cc23)c2ccccc2n1,1553,2051
CC(Oc1ccccc1Cl)C(=O)N1CCOCC1 (stereo not drawn),1569,1520
O=C(N/N=C/c1ccc(Br)s1)c1cccc([N+](=O)[O-])c1,1630,1944
Cc1ccc(C(NC(=O)N2CCN(C)CC2)C(Cl)Cl)cc1F (stereo not drawn),1347,1641
Cc1ccc(C)c(C(=O)Nc2cc(C)nn2-c2nc(C)cc(C)n2)c1,1446,1968
CC1CCCN(CC(O)COc2ccc3c(c2)OCO3)C1 (stereo not drawn),1763,1968
Cc1ccnc(Nc2nc3ccccc3o2)n1,1420,1781
NC(=O)N1CCC2(CC1)NC(=O)N(c1ccccc1)N2,1381,1996
CCSc1nnc(NC(=O)CCc2ccc(OC)cc2)s1,1785,1852
COc1ccc(C(=O)NNC(=O)CSc2nnc(C)n2C)cc1,1562,1753
OCC1(Cc2ccccc2C(F)(F)F)CCN(Cc2ccc3c(c2)CCO3)CC1,1693,1595
CC(=O)c1cc2c(cc1N(C(=O)Cn1nnc3ccccc31)C(C(=O)NCCC(C)C)c1cccnc1)OCO2 (stereo not drawn),1566,1660
COc1cccc(OCCNC(=O)Nc2cc(F)c(F)cc2Cl)c1,1608,1952
COCCOC(=O)c1c(C)oc2ccc(OC(=O)c3ccco3)cc12,1619,2134
CCSc1nnc(NC(=O)NC2CCCCC2)s1,1686,1838
CN1CCN(C(=O)c2cnn(-c3ccccc3)c2NC(=O)c2ccccc2)CC1,1562,1641
N=c1n(CC(=O)c2ccc([N+](=O)[O-])cc2)c2ccccc2n1Cc1ccccc1Cl,1400,1831
O=C(CCCCN1CCCCC1)c1ccc2c(c1)Cc1ccccc1-2,1616,1637
CC1CC(C)(C)NC(=S)N1CCC(=O)N1CCN(c2ccccc2)CC1 (stereo not drawn),1434,1892
CN(C)c1ccc(NC(=O)c2ccc([N+](=O)[O-])cc2Cl)cc1,1756,1692

Quoted at random: 2 records from the list
Structure,SRC3 TRFRET art,SRC1 TRFRET art
CN(C)c1ccc(NC(=O)c2ccc([N+](=O)[O-])cc2Cl)cc1,1756,1692
O=C(CCCCN1CCCCC1)c1ccc2c(c1)Cc1ccccc1-2,1616,1637

No new results follow: four of the compounds above.
Structure,SRC3 TRFRET art,SRC1 TRFRET art
CC(=O)NCCCc1nc2ccccc2n1Cc1cc(C)ccc1C,1502,1716
O=[N+]([O-])c1ccc2ncnc(Nc3ccc4c(c3)OCCO4)c2c1,1584,1831
CCN1CCN(C(c2ccc(F)cc2)c2nnnn2Cc2ccc3c(c2)OCO3)CC1 (stereo not drawn),1770,2103
Cc1c(NC(=S)Nc2ccccc2)c(=O)n(-c2ccccc2)n1C,1662,1770

Remaining list, next part:
Structure,SRC3 TRFRET art,SRC1 TRFRET art
Cc1ccc(C(OCCN(C)C)c2cccc(C(F)(F)F)c2)cc1 (stereo not drawn),1468,1764
COCc1ccc(C(=O)N2CCc3c([nH]c4ccccc34)C2c2ccccn2)s1 (stereo not drawn),1446,1733
CCN(CC)c1ccc(N=Cc2ccccc2[N+](=O)[O-])cc1,2009,2061
CCC(C)(C#CCN1CCCCC1)OC(C)=O (stereo not drawn),1613,1634
COc1cccc(CN2CCN(C(=O)c3cc(-c4cccnc4)nc4ccc(C)cc34)CC2)c1,1303,1609
CC(/C=C/c1ccccc1)=N/NC(=O)c1nc2nc(C)cc(C)n2n1,1623,1624
CCN1C(=O)N[C@@H](c2ccc(Br)cc2)C(C(=O)OC)=C1C,1486,1495
CN(CC(=O)N1CCCC1)S(=O)(=O)c1ccc2ccccc2c1,1574,1868
CCc1c(C(=O)N/N=C/c2cn[nH]c2-c2ccc(F)cc2)csc1C,1654,1988
CC(OC(=O)C1CSC2(c3ccc(F)cc3)CCC(=O)N12)C(=O)NC(N)=O (stereo not drawn),1697,1688
CC(=O)c1cccc(NC(=O)CSCc2ccc(Br)cc2)c1,1476,1373
O=C(NCCN1CCOCC1)c1cc(Sc2ccccc2Cl)nc2ccccc12,1400,1647
Nn1c(SCc2cc([N+](=O)[O-])cc3c2OCOC3)nnc1-c1cccnc1,1549,1618
CN(C)S(=O)(=O)N1CCC(Oc2ccc(C(=O)NC3CCCCC3)cc2)CC1,1418,1950
Cc1nc2ncnn2c(C)c1Cc1ccc(Cl)cc1F,1598,1722
Cc1ccc(-c2csc(NC(=O)CCCc3cccs3)n2)cc1,1720,1827

Screening results: PubChem, The Scripps Research Institute Molecular Screening Center
